hiPSC survival: enhancers of single-cell hiPSC survival, primary screen, ATPlite luminescence; 360,000 tested, 0.044% active; survival enhancement, % at 20 µM; 100% = ROCK inhibitor wells, 0% = DMSO; in the data active = survival enhancement above about 18%;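 note: cells exposed to compounds for 16 hours before the ATP read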
Glyco luc inh: increase of ERlucT glycosylation luciferase signal, primary screen, N-linked glycosylation inhibitor project, D54 ERlucT cells, luminescence, set 2. D54 ERlucT glycosylation luciferase reporter, 24 h; percent of 100 nM tunicamycin response. reporter increase, % at 12.5 µM. 360,000 tested, 0.23% active. AID 588692, 2011;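 active = mean luciferase reporter signal, scaled so untreated is 0 and the glycosylation-blocking control 100, at or above a set limit in every replicate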;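 note: luciferase carries N-glycosylation sites so blocking glycosylation raises the light; 0% = median of neutral control wells and 100% = median of 100 nM tunicamycin wells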
MC4R barr agon: MC4R agonists recruiting beta-arrestin, primary screen, cell-based, luminescence, agonist arm of biased-ligand search | U2OS MC4R beta-arrestin complementation; percent of melanotan II response, DMSO zero | activation, % at 8.9 µM | 360,000 tested, 0.98% active;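 active = activation above a per-plate cutoff, the mean activation of sample wells on that plate plus 3 SD, cut at about 8% in these data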
MC4R antag cAMP: MC4R antagonists of cAMP signaling, primary screen, cell-based, TR-FRET, antagonist arm of biased-ligand search. inhibition, % at 6.5 µM. MC4R-expressing cells, MTII-stimulated cAMP, LANCE TR-FRET. 360,000 tested, 0.48% active;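 active = inhibition above its plate's cutoff, the mean of tested wells on that plate plus 3 SD, cut at about 29% in these data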;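 note: 0% = Melanotan II alone and 100% = Melanotan II plus saturating MCL0020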
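System: U2OS-MC4R stable cell line; Technique: Eu-cAMP/anti-cAMP TR-FRET, emission 671 nm; Repeats: single well per compound; Also added: Melanotan II; Dosing: one concentration, 6.5 µM nominal; Schedule: 30-min compound, 1-h challenge, 1-h detection, room temperature.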
ABHD5 PLIN5 PPI: ABHD5-PLIN5 interaction inhibitors, primary screen, cell lysate, split luciferase complementation, luminescence; Perilipin-5 (Homo sapiens) + 1-acylglycerol-3-phosphate O-acyltransferase ABHD5 (Homo …; Split G. princeps luciferase complementation, 4 h; 360,000 tested, 0.78% active; inhibition, % at 4 µM;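 active = inhibition above the mean inhibition across every tested compound plus 3 SD, cut at about 22% in these data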;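 note: 0% = DMSO only wells and the 100% control is not disclosed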
Target sequence (Q00G26 whole entry, looked up): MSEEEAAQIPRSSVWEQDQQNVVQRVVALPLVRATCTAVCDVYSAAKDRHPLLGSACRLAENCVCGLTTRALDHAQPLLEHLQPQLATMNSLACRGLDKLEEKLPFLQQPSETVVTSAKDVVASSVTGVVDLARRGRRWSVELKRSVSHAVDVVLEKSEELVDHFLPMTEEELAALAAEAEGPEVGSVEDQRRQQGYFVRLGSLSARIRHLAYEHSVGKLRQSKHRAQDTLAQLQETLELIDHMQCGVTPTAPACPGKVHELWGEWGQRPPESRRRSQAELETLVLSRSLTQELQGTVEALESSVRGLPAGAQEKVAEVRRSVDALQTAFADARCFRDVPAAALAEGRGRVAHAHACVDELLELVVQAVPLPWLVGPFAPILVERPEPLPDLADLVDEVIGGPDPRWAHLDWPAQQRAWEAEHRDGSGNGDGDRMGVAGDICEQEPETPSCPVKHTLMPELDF
Target sequence (Q8WTS1 whole entry, looked up): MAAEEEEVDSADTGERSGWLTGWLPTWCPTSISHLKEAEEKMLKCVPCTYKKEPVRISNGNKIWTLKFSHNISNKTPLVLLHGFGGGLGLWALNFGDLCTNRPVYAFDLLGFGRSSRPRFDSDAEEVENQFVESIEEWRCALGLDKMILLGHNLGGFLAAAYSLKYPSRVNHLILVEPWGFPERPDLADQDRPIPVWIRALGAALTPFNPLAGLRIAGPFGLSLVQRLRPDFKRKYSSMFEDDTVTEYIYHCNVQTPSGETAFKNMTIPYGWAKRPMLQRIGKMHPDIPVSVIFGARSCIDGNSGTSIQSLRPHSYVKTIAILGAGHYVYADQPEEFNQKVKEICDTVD
m5-HT2A agonist: mouse Htr2a agonists via beta-arrestin recruitment, primary screen, cell-based, luminescence; 5-hydroxytryptamine receptor 2A (Mus musculus), P35363; CHO-K1 mHTR2A beta-arrestin complementation; percent of 30 µM serotonin response; activation, % at 7.6 µM; 360,000 tested, 0.66% active; AID 624169, 2012;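 active = activation above a run cutoff, the mean activation of all tested compounds plus 3 SD, cut at about 14% in these data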;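 note: 0% = plate median of compound wells and 100% = 30 µM serotonin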
Cardio protect: cardioprotection against H2O2-induced cell death, primary screen, uHTS, H9c2 cells, ATPLite luminescence; protection from H2O2 cell death, % at 20 µM; H9c2 cardiomyocytes, H2O2 injury protection, 2 h; AID 588492, 2011; 360,000 tested, 0.63% active;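 active = compounds giving at least 50% protection of heart cells from peroxide-induced death in the single-dose screen, raw or plate-pattern-corrected value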;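 note: 0% = DMSO wells with peroxide and 100% = DMSO wells without peroxide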
aDG glyco act: activators of alpha-DG glycosylation, primary screen, uHTS, Pro5-aDG cells, AlphaScreen; alpha-DG glycosylation AlphaScreen (IIH6); 0% Pro5, 100% B10-LARGE cell signal; activation, % at 10 µM; 360,000 tested, 0.22% active; AID 624168, 2012;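 active = activation of at least 8% versus controls, or a plate z-score of at least 8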;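 note: Pro5 are CHO cells carrying HIG-tagged alpha-DG that lacks glycosylation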
ABCB6 inh 2: ABCB6 transporter inhibitors, primary screen, K562-ABCB6 cells, flow cytometry, MLPCN library; AID 602162, 2011; fluorescence ratio to DMSO, % at 10 µM; 360,000 tested, 0.19% active; K562-ABCB6 porphyrin accumulation, 1 h; hits give low values;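 active = fluorescence ratio to DMSO below 75%, the collection mean minus 3 SD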;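 note: signal is porphyrin accumulated inside mitochondria; 100% equals median channel fluorescence of DMSO control wells; lower ratio means ABCB6 inhibition with less porphyrin fluorescence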
Granule exo inh: LAMP-1 surface exposure blockers, TALL-104 cells – cell-based, flow cytometry, MLPCN library, primary screen | AID 651702, 2012 | 360,000 tested, 0.66% active | TALL-104 LAMP-1 surface exposure; cells stimulated with thapsigargin and PMA | inhibition, % at 10 µM;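 active = inhibition above about 55%, limit read from the data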
* = called active by the depositor; · = no result given; & = joins results of further samples. Rows are unselected (roughly 4.5% active in at least one column).

SMILES	hiPSC survival	Glyco luc inh	MC4R barr agon	MC4R antag cAMP	ABHD5 PLIN5 PPI	m5-HT2A agonist	Cardio protect	aDG glyco act	ABCB6 inh 2	Granule exo inh
O=S(=O)(NCCSc1ccccn1)c1ccc(Br)cc1	4.6	-1	-1.9	6	-8	-3	-4	0.2	103	2
NNC(=O)CS(=O)(=O)CS(=O)(=O)CC(=O)NN	1.0	2	-0.5	11	-2	-5	3	-0.3	100	-8
CCN1C(=O)[C@H]2[C@@H](c3ccc(-c4ccc(OC)cc4)cc3)N[C@@](Cc3ccccc3)(C(=O)OC)[C@H]2C1=O	-1.8	-5	1.1	13	-3	2	9	0.2	95	-3
O=C(Nc1ccc2c(c1)C(=O)OC2)c1ccc(Cl)cc1	-0.6	-1	-0.8	12	3	-7	4	0.1	96	4
CCCC(=O)N(CCN(C(=O)CCC)c1ccccc1)c1ccccc1	-1.1	-1	-2.2	6	-3	-1	4	0.2	99	-5
CC(C)CCNCC(O)CON=C1c2ccccc2-c2ccccc21 (stereo not drawn)	-3.3	-3	1.3	12	11	6	-22	0.3	101	8
Cc1cc(S(=O)(=O)N2CCOCC2)ccc1NC(=O)c1ccc(F)cc1	-0.6	0	-0.4	-2	1	0	2	0.2	97	7
Clc1ccc(CN2CCN(/N=C/c3cccnc3)CC2)cc1	-0.5	2	-2.2	-1	-2	-5	2	-0.1	101	-8
Cc1ccc(NC(=O)c2nc[nH]c2C(=O)NCC(=O)OC(C)(C)C)cc1	-1.3	3	3.4	0	6	7	6	-0.3	94	-23
COc1ccccc1C(=O)Nc1ccc(Br)c2cccnc12	0.8	2	-0.9	-2	-4	-4	-10	-0.1	103	-5
Cc1nnc(NC2(C(F)(F)F)C(=O)Nc3c2c(=O)n(C)c(=O)n3C)s1 (stereo not drawn)	-4.2	0	0.1	-6	-13	0	-2	0.0	99	0
CC1CC(O)C(C)CN1 (stereo not drawn)	0.1	1	-3.6	6	-10	-2	0	0.0	98	7
C=CCn1c(CCCOc2ccc(Cl)cc2Cl)nnc1SCC(=O)Nc1nccs1	-2.2	-1	9.7*	-6	-7	-3	-29	0.0	103	-1
Cc1ccccc1-c1n[nH]c(=S)o1	-0.5	0	-1.5	42*	3	4	3	-0.2	98	-1
CCn1c(SCc2nc3sc(C(=O)O)c(C)c3c(=O)[nH]2)nnc1-c1ccc(Cl)cc1	-0.5	2	-0.3	-5	2	-1	8	-0.1	97	-1
Cc1ccc(/C=C2/C(=O)ON=C2c2ccccc2)o1	-0.8	17	-2.9	-4	11	-4	-1	0.1	117	22
Cn1c(=O)oc2cc(S(=O)(=O)NCCC(=O)N3CCN(c4ccccc4)CC3)ccc21	0.3	-1	-1.6	-1	-6	-6	-6	-0.2	102	-4
O=C(Cn1c(=O)c2c(ncn2Cc2ccccc2)n(Cc2ccccc2)c1=O)NC1CC1	0.6	-2	-1.6	5	-1	1	3	0.1	105	-1
CC(C)c1cc(C(=O)NNC(=S)NCc2ccco2)c(O)c(C(C)C)c1	-0.6	1	7.0	15	-13	2	-14	0.2	99	1
CCOc1ccc(NC(=O)CN(C)C(=O)C2=COCCO2)cc1OCC	-0.2	-2	1.2	-5	11	-6	-1	-0.2	85	2
O/N=C(\c1ccc(Cl)cc1)c1ncc(C(F)(F)F)cc1Cl	0.7	-1	6.5	11	-15	2	-7	0.0	105	1
COc1ccc(C(=O)Nn2c(C)nc3ccccc3c2=O)cc1OC	0.7	3	-0.7	2	0	5	5	-0.1	101	0
Cc1cc(NC(=O)CSCC(=O)OC(C)C(=O)N(C)Cc2ccccc2)no1 (stereo not drawn)	-0.4	1	-3.1	-1	3	0	-1	0.4	98	6
COc1cccc(N=CNc2cccc(OC)c2)c1	-3.1	-1	-2.4	2	6	-3	-4	-0.1	103	-21
CCSc1nnc(SCC(=O)NC2CCCCC2)s1	0.0	1	3.2	4	2	-2	-2	0.1	90	1
SMILES	hiPSC survival	Glyco luc inh	MC4R barr agon	MC4R antag cAMP	ABHD5 PLIN5 PPI	m5-HT2A agonist	Cardio protect	aDG glyco act	ABCB6 inh 2	Granule exo inh
Oc1ccc(/C=N/Nc2cc(N3CCOCC3)nc(N3CCOCC3)n2)cc1	-4.0	-8	4.0	-21	-3	-5	10	0.0	91	5
COc1ccccc1-c1coc2c(CN3CCC(C)CC3)c(O)ccc2c1=O	-0.7	-2	-0.5	2	7	4	4	-0.1	93	4
Cc1cccc(C)c1Cn1c(C)c(C(=O)NCc2cccc(Cl)c2)sc1=O	2.9	-8	0.0	2	-5	1	-5	-0.2	103	8
CC(=O)c1ccc(N2CCN(CCC#N)CC2)c(F)c1	-1.4	2	-0.1	-4	8	5	7	-0.2	95	1
Cc1cc(OCC(=O)Nc2ccc(CN3CCOCC3)cc2)ccc1Cl	-0.4	-4	0.6	-1	3	-8	-10	0.1	94	2
CCOC(=O)C1(CCc2ccccc2)CCN(C(=O)CCn2cnnn2)CC1	0.0	1	0.1	-7	5	4	2	0.1	99	3
NC(=O)NC(CC(=O)OCC(=O)Nc1nnc(-c2ccccc2)o1)c1ccc(Cl)cc1 (stereo not drawn)	4.4	2	1.2	5	-3	9	2	-0.1	95	-7
CC(C)C(NC(=O)c1ccc(Cl)c([N+](=O)[O-])c1)C(=O)NCc1ccccn1 (stereo not drawn)	3.2	-1	0.2	2	-4	3	-11	0.2	100	0
Cc1ccc(C)c(NC(=O)C(c2ccccc2)N2CCOCC2)c1 (stereo not drawn)	-1.5	2	-1.8	3	-2	6	6	-0.2	106	0
COc1cccc(CNC(=O)c2ccccc2-c2ccccc2C(=O)O)c1	-0.2	2	-0.2	-3	-5	2	3	0.0	108	10
O=C(N/N=C/c1ccncc1)c1cc(C2CC2)nc2ccccc12	-0.6	0	-1.9	5	4	-7	0	0.1	98	-7
CCOc1ccc(NC2=C(Cl)C(=O)N(Cc3ccccc3)C2=O)cc1	0.8	1	-1.8	1	5	-6	-10	0.3	95	0
Cc1nc2ncnn2c(C)c1Cc1cccc(C(F)(F)F)c1	1.7	1	-0.2	-2	5	6	0	-0.1	102	-3
CN(c1ccccc1C(=O)Nc1ccc(F)c(F)c1)S(C)(=O)=O	-1.4	2	-0.5	1	2	-3	-3	-0.2	99	13
CNc1cncc(C(=O)O)c1	-2.3	1	0.0	4	-3	7	7	-0.7	113	-14
COc1ccccc1NC(=O)/C(N=Nc1ccc(C)c(S(=O)(=O)Nc2ccccc2Cl)c1)=C(\C)O	-0.5	-4	-2.1	3	9	4	-3	0.0	100	1
CC1CCN(C(=O)C2CCN(S(=O)(=O)c3cc(Cl)ccc3Cl)CC2)CC1	0.3	0	0.5	3	4	-3	-13	0.0	108	2
COc1ccc(C(C(=O)NCC2CCCO2)N(Cc2ccccc2)C(=O)c2snc(C(N)=O)c2N)cc1OC (stereo not drawn)	1.0	-1	-1.4	0	-3	6	6	0.0	102	-19
O=C(NC(=S)N(Cc1ccccc1)c1ccccn1)C1CC1	-1.4	0	0.8	4	0	0	1	-0.4	97	0
CC(C)(C)NC(=O)CSc1nccn1Cc1ccccc1	4.5	-2	0.6	18	0	-4	-3	0.0	110	-1
c1cc2ccc3ccc(-n4cnnn4)c4ccc(c1)c2c34	2.1	12	31*	-12	5	5	-8	0.3	100	0
FC(F)(F)c1cccc(-c2nc3ccccc3n2C(c2ccccc2)c2nc3ccccc3[nH]2)c1 (stereo not drawn)	·	·	·	·	-4	-10	·	0.0	·	7
CCOC(=O)c1c(C)[nH]c(C(=O)OCC(=O)N(C)CC(=O)Nc2ccccc2Cl)c1C	-0.4	0	-0.7	-2	-1	3	1	-0.2	97	4
O=C(CSc1cccc[n+]1[O-])Nc1ccc2c(c1)OCCO2	-0.7	0	-2.5	8	-8	-2	3	0.0	105	-3
O=C(O)c1ccc(N/N=C/c2ccc(OC(=O)c3cccc(Cl)c3)cc2)cc1	-0.2	-18	5.0	9	-4	-1	3	-0.1	98	3
SMILES	hiPSC survival	Glyco luc inh	MC4R barr agon	MC4R antag cAMP	ABHD5 PLIN5 PPI	m5-HT2A agonist	Cardio protect	aDG glyco act	ABCB6 inh 2	Granule exo inh
COc1nc(Nc2ccc(O)cc2)nc(OC(C(F)(F)F)C(F)(F)F)n1	-2.0	0	3.6	-19	-1	-6	-9	0.3	98	-7
CN1OC[C@@H]2CN[C@H](c3ccc(-c4ccccc4)cc3)C[C@@H]21	1.9	-4	2.1	1	-3	-6	2	1.6	102	5
Cc1csc(NC(=O)CCC(=O)N(CC(=O)NC2CCCC2)Cc2ccccc2)n1	0.1	6	0.4	-1	3	9	0	0.0	102	-1
CC(O)(c1cccc(F)c1)c1nc(-c2cncnc2)cs1 (stereo not drawn)	-1.1	1	0.9	7	-1	1	1	0.1	97	-4
COC(=O)c1ccc2c(c1)S(=O)(=O)NC(=NCc1ccco1)S2	-4.2	-1	-2.1	-5	4	-4	7	0.0	101	2
COc1ccc(C(C)=O)c2c1OCCO2	-1.2	2	-1.1	-3	0	1	-1	-0.2	93	2
COCc1c(C(=O)N2CCN(Cc3nc4ccccc4s3)CC2)oc2ccccc12	0.1	-2	-1.2	3	3	-1	-2	1.4	102	-1
C/C(N)=C(/C#N)C(=O)CSc1nnc(-c2ccc(OC(F)F)cc2)o1	-0.1&4.0	-2&-7	0.7&0.2	11&6	14&5	0&-2	-1&-7	-0.1&0.0	97&98	4&-1
COc1ccc(NC(=O)/C(=C\c2cccnc2)NC(=O)c2cccs2)cc1	-0.4	1	-1.2	-2	-6	-1	9	0.0	89	0
COc1cc(NCC(=O)Nc2cccc(S(=O)(=O)N3CCCCC3)c2)cc(OC)c1OC	1.8	3	-1.3	1	7	0	-8	0.0	156	-6
CCCCOc1ccccc1C1NC(=O)NC(C)=C1C(=O)OCCOC (stereo not drawn)	-0.9	4	2.8	5	-2	14	1	0.0	93	-3
NCC12CC3CC(CC(O)(C3)C1)C2	0.0	-1	0.1	11	0	4	-3	0.0	76	5
CC(=O)c1ccc(N2C(=NC(=O)C(C)C)SC3CS(=O)(=O)CC32)cc1 (stereo not drawn)	3.8	2	1.1	-4	1	1	-4	-0.1	99	3
O=C1NC(=S)SC1=Cc1ccccc1Cl	-2.3	0	-0.7	1	-6	-1	-17	0.7	91	2
O=C(NCCN1CCOCC1)C12CC3CC(C1)CC(c1ccccc1)(C3)C2	-0.2	4	0.3	1	-3	-5	-4	0.0	95	0
